Compound activity as filed in PubChem BioAssay.
rCAG RNA binder: binds r(CAG) RNA repeats. r(CAG) RNA repeat, TO-PRO-1 dye displacement fluorescence. inhibition, % at 3 µM. hit rate 1.3% among 370,000;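 active = inhibition above the plate cutoff, the mean of all test compounds on that plate plus 3 SD, cut at about 35% in these data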;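 note: 0% = DMSO alone and 100% = 100 µM mitoxantrone as full dye displacement; higher means more dye released from RNA so lower well fluorescence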
HTRA1 inhibitor: inhibitors of human serine peptidase HTRA1 | Q92743 | recombinant HTRA1, FP-rhodamine activity-based probe, fluorescence polarization | inhibition, % at 5.96 µM | hit rate 0.5% among 340,000 | AID 504803; in the data active = inhibition above about 36%;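 note: 0% = enzyme with DMSO and 100% = wells lacking enzyme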
Target sequence (Q92743 whole entry, looked up): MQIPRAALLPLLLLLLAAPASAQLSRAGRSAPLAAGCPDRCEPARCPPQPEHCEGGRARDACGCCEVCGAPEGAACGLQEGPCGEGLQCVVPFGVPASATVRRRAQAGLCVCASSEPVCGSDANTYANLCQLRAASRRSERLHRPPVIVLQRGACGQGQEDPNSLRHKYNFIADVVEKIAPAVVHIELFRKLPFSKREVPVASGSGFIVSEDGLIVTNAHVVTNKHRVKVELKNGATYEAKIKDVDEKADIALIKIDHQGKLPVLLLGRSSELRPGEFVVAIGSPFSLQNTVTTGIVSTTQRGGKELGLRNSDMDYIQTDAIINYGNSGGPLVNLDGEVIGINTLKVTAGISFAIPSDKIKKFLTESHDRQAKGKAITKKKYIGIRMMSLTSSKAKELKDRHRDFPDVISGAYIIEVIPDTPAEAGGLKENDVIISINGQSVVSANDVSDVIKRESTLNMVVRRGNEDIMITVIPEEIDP
TCR-CD3 inh: human TCR-CD3 binding inhibition; inhibition, % at 9.4 µM; AID 651800; hit rate 0.37% among 360,000; TAMRA-labeled TCR probe fluorescence, biochemical; in the data active = inhibition above about 19%;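 note: recombinant mutant TCR 2C K166C tagged with TAMRA read by polarization; 0% = receptor in buffer alone and 100% = receptor with positive control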
NR1D1 modulator: modulates human Rev-erb alpha binding to DNA | P20393 | Rev-erbα–FITC-DNA binding, fluorescence polarization, 90 min | activity, % at 10 µM | hit rate 0.79% among 370,000;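 active = activity above about 14%, limit read from the data; passing the limit was not always enough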;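 note: 0% = DMSO wells with 35 nM protein and 100% = DMSO wells with 750 nM protein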
UHRF1 MBD2 ctr: blocks human UHRF1 binding to methylated DNA. UHRF1 binding to methylated oligo, TR-FRET. inhibition, % at 4.4 µM. hit rate 0.75% among 370,000; in the data active = inhibition above about 21%;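 note: UHRF1 SRA domain binding a hemimethylated CpG hairpin DNA probe; 0% = median of test compound wells and 100% = reference inhibitor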
PG9 Ab binder: small molecules binding HIV-1 gp120 antibody PG9; TR-FRET gp120-PG9 antibody binding; inhibition, % at 6.7 µM; hit rate 0.43% among 360,000; AID 624416; in the data active = inhibition above about 8.5%
PRMT1 FP inh: PRMT1 (human) inhibition, primary screen. recombinant PRMT1, activity-based probe fluorescence polarization. inhibition, % at 2.79 µM. AID 652257. hit rate 1.3% among 370,000;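 active = inhibition above about 21% made by adding two undisclosed values, limit read from the data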
LEDGF integ inh: blocks HIV-1 LEDGF/p75-dependent DNA integration | TR-FRET IN-LEDGF/p75 DNA integration, Eu/Cy5 | inhibition, % at 3.7 µM | hit rate 0.64% among 370,000 | AID 743269;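 active = inhibition above the screen-wide mean plus 3 SD, cut at about 13% in these data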;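 note: signal is the Cy5 over europium emission ratio at 671 and 618 nm; 0% = plate median of compound wells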
ABHD4 inh: ABHD4 (mouse) inhibition, primary FP screen | purified mABHD4, FP-Rh probe fluorescence polarization | inhibition, % at 8.92 µM | hit rate 0.54% among 370,000 | AID 720543;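 active = inhibition exceeding the mean over every tested compound plus 3 SD, cut at about 30% in these data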;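 note: 0% = plate median of compound wells and 100% = S159A mutant with DMSO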
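system = mouse ABHD4 enzyme, wild type | medium = HEPES pH 7.0, NaCl, Pluronic buffer | also added = FP-Rh probe | incubation = Enzyme–compound pre-incubation 45 min, then probe 60 min, both 25 °C | technique = fluorescence polarization, excitation 525 nm, emission 598 nm, BODIPY TMR filters | controls = S159A mutant high control, sample median low control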
MBD2 inh: blocks human MBD2 binding to methylated DNA | Q9UBB5 | TR-FRET, MBD2 binding to methylated oligonucleotide | inhibition, % at 4.4 µM | hit rate 0.31% among 370,000 | AID 686964; in the data active = inhibition above about 13%
Target sequence (Q9UBB5 whole entry, looked up): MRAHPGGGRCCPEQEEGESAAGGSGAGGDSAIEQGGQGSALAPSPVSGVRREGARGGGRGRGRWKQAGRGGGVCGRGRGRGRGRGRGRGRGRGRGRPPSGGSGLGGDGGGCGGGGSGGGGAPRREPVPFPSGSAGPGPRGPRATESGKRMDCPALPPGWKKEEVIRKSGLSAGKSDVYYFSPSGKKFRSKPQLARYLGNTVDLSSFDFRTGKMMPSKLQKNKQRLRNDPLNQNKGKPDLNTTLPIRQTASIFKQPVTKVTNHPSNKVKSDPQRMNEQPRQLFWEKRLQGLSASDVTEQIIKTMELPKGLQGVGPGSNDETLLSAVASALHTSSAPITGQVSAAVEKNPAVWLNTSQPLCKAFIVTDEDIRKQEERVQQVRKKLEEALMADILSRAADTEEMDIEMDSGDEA
An asterisk follows results filed as active; nt = no result given.

SMILES | rCAG RNA binder | HTRA1 inhibitor | TCR-CD3 inh | NR1D1 modulator | UHRF1 MBD2 ctr | PG9 Ab binder | PRMT1 FP inh | LEDGF integ inh | ABHD4 inh | MBD2 inh
CCc1nn(CC(=O)NCCCN(Cc2ccccc2)C(C)C)c(=O)c2cc3sccc3n12 | -9.6 | -4.3 | 4.6 | -4.8 | -0.7 | 0.8 | -1.5 | -3.3 | 7.6 | -0.9
O=C(COC(=O)c1cc([N+](=O)[O-])ccc1N1CCOCC1)Nc1ccccc1OC(F)F | -1.7 | -0.1 | -4.4 | 5.0 | -0.2 | 0.8 | 2.2 | -2.0 | -0.5 | 1.6
CC1(C)S[C@@H]2[C@H](NC(=O)COc3ccccc3)C(=O)N2C1C(=O)OCc1ccccc1 (stereo partly drawn) | 1.7 | -36.2 | -1.1 | -4.0 | 5.0 | -1.0 | -0.7 | -1.7 | 1.0 | 2.2
NC(=O)CSc1nnc(-c2cnccn2)n1-c1ccccc1 | -0.5 | -0.4 | 3.4 | 1.5 | 0.2 | -1.6 | -1.7 | 2.5 | -0.2 | 1.1
O=C(Cc1cccs1)N1CCC(c2nc3c(nnn3Cc3ccccc3)c(=O)[nH]2)CC1 | -4.4 | -6.7 | 2.9 | -6.5 | 2.6 | -0.9 | -0.5 | -6.7 | -1.1 | 1.0
O=S(=O)(c1ccc(F)cc1)N1CCN(c2ncccn2)CC1 | -4.5 | 2.9 | -11.8 | -4.4 | -1.5 | -0.5 | 0.7 | 0.9 | 3.1 | 1.8
CC1(C)OC(=O)C(=CNCC(=O)NCC(=O)O)C(=O)O1 | 3.5 | 0.6 | -4.8 | -3.0 | -1.4 | 1.2 | -1.4 | 0.7 | -2.8 | -3.4
C/C=C1\NC(=O)[C@H](C)NC(=O)[C@@H](NC(=O)[C@@H](Cc2ccc(O)cc2)NC(=O)[C@@H](NC(=O)/C(C)=C/C)C(C)C)[C@@H](C)OC(=O)[C@H](CCCCc2ccc(O)cc2)NC(=O)[C@@H](CCC(=O)O)NC1=O | 35.8* | 18.5 | -4.0 | 8.3 | 0.7 | -1.1 | -6.2 | 6.5 | 1.9 | 1.3
N#Cc1c(N)n(-c2ccc(O)cc2)c2nc3ccccc3nc12 | 2.8 | -4.8 | -6.8 | -2.9 | 3.2 | 3.3 | 2.8 | 2.5 | -7.6 | 4.0
O=C(CCC(=O)N1CCOCC1)NCCc1ccc(Cl)cc1Cl | -6.1 | 3.2 | -2.3 | -2.4 | 0.9 | -1.1 | 2.0 | -5.4 | 1.4 | -1.4
c1ccc(COc2cccc(CN3CCCCC3)c2)cc1 | -5.4 | -6.2 | -3.4 | 4.7 | -1.3 | 0.0 | 1.3 | 1.2 | 7.8 | 1.9
CC(=O)NC(CC(=O)O)c1ccc(F)cc1 (stereo not drawn) | -1.5 | 7.7 | -8.7 | 0.8 | 14.0 | 2.3 | 0.1 | -3.0 | 1.2 | -0.3
CN(Cc1nc(-c2cnccn2)no1)CC1(c2ccccc2)CC1(C)C (stereo not drawn) | -7.2 | 0.3 | 2.2 | -0.3 | -0.4 | -0.1 | -3.3 | 3.8 | -0.6 | -1.8
Cc1ccc(S(=O)(=O)N2CCN(C(=O)CCc3c[nH]c4ccccc34)CC2)c(C)c1 | 5.2 | 0.8 | 0.4 | 7.5 | -0.9 | 1.6 | -1.7 | 3.0 | -0.5 | -5.6
CCOC1OC(=O)C(Cl)=C1Nc1ccc(C)cc1 (stereo not drawn) | 0.4 | -1.5 | -1.3 | -3.5 | 2.1 | -4.0 | 1.1 | 2.2 | -7.0 | 4.0

A few values from above:
O=C(Cc1cccs1)N1CCC(c2nc3c(nnn3Cc3ccccc3)c(=O)[nH]2)CC1 in PG9 Ab binder → -0.9
CCOC1OC(=O)C(Cl)=C1Nc1ccc(C)cc1 (stereo not drawn) in LEDGF integ inh → 2.2
N#Cc1c(N)n(-c2ccc(O)cc2)c2nc3ccccc3nc12 in PRMT1 FP inh → 2.8

Other results follow:
SMILES | rCAG RNA binder | HTRA1 inhibitor | TCR-CD3 inh | NR1D1 modulator | UHRF1 MBD2 ctr | PG9 Ab binder | PRMT1 FP inh | LEDGF integ inh | ABHD4 inh | MBD2 inh
CCc1nnc(NC(=O)c2c(C)nn(-c3ccccc3)c2Cl)s1 | -7.0 | -10.9 | 7.9 | 0.8 | -3.9 | 1.0 | -1.8 | 2.3 | -6.3 | -4.6
Cc1cc(C#N)c(SCC(N)=O)nc1-c1ccc(F)cc1 | -5.3 | -5.0 | -9.0 | -0.6 | 0.0 | -0.5 | 17.2 | -3.9 | -0.3 | 3.8
COC(=O)[C@]12CCCCC=C1N(CCc1ccc(OC)c(OC)c1)C(=O)[C@H](CC(=O)NCc1cccc3ccccc13)C2 | 5.3 | nt | 1.9 | 5.1 | -1.1 | -0.7 | -3.2 | -1.9 | -3.0 | -1.6
Cc1ccc(S(=O)(=O)NCCC(=O)NC2CC2)cc1 | -1.2 | 3.2 | 1.8 | 2.5 | 2.2 | -2.3 | 2.1 | 0.5 | 0.0 | 1.6
COc1ccc(-n2ncc3c(=O)n(CC(=O)N4CCCc5ccccc54)cnc32)cc1 | 7.3 | -4.1 | 1.6 | 0.2 | -0.6 | 2.2 | -0.8 | 0.2 | -0.3 | -2.7
CC(CN1CCOCC1)OC(=O)c1ccc(Br)cc1 (stereo not drawn) | 1.1 | 34.1 | -2.2 | -3.9 | -2.9 | 0.1 | -0.4 | -1.4 | 11.3 | -2.5
CS(=O)(=O)c1ccc2nnn(OCC(=O)Nc3ccc(Br)cc3Br)c2c1 | 0.2 | 1.4 | 2.1 | -6.5 | 3.8 | -0.2 | -3.7 | 3.3 | -3.4 | -3.6
Cc1ccc(NC(=O)CN2CCN(S(=O)(=O)c3cccs3)CC2)cc1S(=O)(=O)N(C)C | 1.0 | -1.2 | 9.4 | -4.2 | 0.0 | 1.0 | -0.4 | 2.8 | -2.8 | 4.7
CCc1nnc(NC(=O)CSc2nc(C)cc(C)c2C#N)s1 | -1.4 | 3.0 | -3.8 | 4.8 | 3.4 | 0.3 | -0.7 | 1.1 | 1.4 | 0.3
COc1ccc(/C=C/C(=O)Nc2ccc(NC(C)=O)cc2)cc1S(=O)(=O)N1CCOCC1 | 5.1 | -0.6 | -3.6 | -1.9 | 32.2* | -0.5 | 5.8 | -3.2 | 1.2 | -0.3
O=C(O)c1ccc(S(=O)(=O)N2CCC(n3nnc4cc(C(F)(F)F)ccc43)CC2)cc1 | 22.7 | -6.2 | -3.7 | -3.2 | 0.7 | 0.2 | -0.8 | 3.2 | 16.8 | -3.0
COc1ccc(C(=O)n2cnnc2N)cc1 | 0.3 | 6.7 | -4.4 | -1.2 | 5.8 | 1.9 | 2.3 | 3.4 | -13.0 | 0.4
Cn1cccc1/C=N/NC(N)=S | -2.2 | 0.6 | -4.6 | 2.3 | -1.3 | 0.7 | 3.9 | -6.8 | 3.9 | 2.1
CCOC(=O)CNc1nc(Cl)nc(NC(C)(C)C)n1 | -2.5 | -2.9 | -7.7 | -0.1 | 1.2 | -0.8 | 1.7 | 1.2 | 1.7 | 1.8
CN(C)CCN(C(=O)CCS(=O)(=O)c1ccccc1)c1nc2cc3c(cc2s1)OCO3 | -2.6 | 4.9 | 3.9 | 11.4 | 0.3 | -0.2 | -1.4 | 5.7 | 4.7 | 1.4
CCOc1ccc2nc(NC(=O)c3ccc(OCC4CCCO4)cc3)sc2c1 (stereo not drawn) | 3.4 | -41.9 | -4.0 | 4.7 | 0.5 | 1.0 | -1.0 | -1.3 | -10.8 | 1.8
O=S(=O)(c1ccccc1)N(Cc1ccc(Cl)cc1)c1ccncc1 | 3.3 | 4.4 | -5.9 | 1.1 | 5.0 | 3.3 | 5.5 | -4.6 | -2.6 | -1.7
CCc1ccccc1-n1nnnc1SCC(=O)Nc1ccc(N2CCN(C)CC2)cc1 | -1.2 | 0.7 | 2.4 | 1.4 | 5.3 | -2.7 | 2.4 | -7.3 | -7.8 | 4.5
CCOC(OCC)c1ccc(/C=C\c2nccc(N)n2)cc1 | 2.3 | 4.5 | -6.0 | 2.8 | -1.0 | -0.9 | 3.2 | -0.9 | 4.3 | 2.8
CCC(c1nnnn1-c1ccc2c(c1)OCCO2)N1CCN(c2ccc(C(F)(F)F)cn2)CC1 (stereo not drawn) | 1.6 | nt | -4.0 | -5.3 | 0.2 | -1.3 | 0.9 | -0.5 | -0.6 | -3.2
Cn1c(CSc2ncn[nH]2)nc2ccccc21 | 1.8 | 1.8 | -2.5 | -0.2 | -0.2 | 0.2 | 0.7 | 0.5 | -7.0 | 1.9
CCCNC(=O)c1cc(C2CCCCN2C(=O)c2cc(C(C)(C)C)nn2C)on1 (stereo not drawn) | 0.0 | nt | 3.4 | -5.9 | -0.8 | -0.3 | 1.0 | 3.2 | 5.3 | -0.9
C=CCOc1cc(C)nc(-c2ccccc2O)n1 | 0.3 | -14.8 | 1.0 | 6.6 | -2.1 | -1.1 | -0.5 | -1.3 | 5.7 | -3.9
CCOCCCNC(=O)C(c1ccc(OC)cc1)N(Cc1ccc2c(c1)OCO2)C(=O)c1ccccn1 (stereo not drawn) | -9.6 | -0.5 | 1.7 | 9.8 | 2.0 | -2.3 | 0.4 | 3.1 | -0.1 | 1.7
CC(C)(C)n1nnnc1C(c1cc2cc3c(cc2[nH]c1=O)OCO3)N1CCN(c2ccccc2)CC1 (stereo not drawn) | 3.2 | -1.9 | 0.5 | 0.2 | 13.1 | 1.4 | 1.0 | 0.0 | 3.7 | 3.8
COc1ccccc1C(=O)NCCC(=O)N1CCN(C(=O)c2ccco2)CC1 | -0.9 | 3.0 | -1.8 | -0.3 | 3.7 | -1.8 | 0.2 | -5.7 | 0.5 | -2.1
CC(C)(C)OC(=O)N1CCC(N[C@@H](Cc2ccccc2)C(=O)NCC(c2ccccc2)c2ccccc2)(C(=O)NC2CCCCC2)CC1 | nt | nt | nt | 4.0 | -0.5 | nt | -4.6 | 1.7 | -2.4 | -2.0
COc1ccc(N2CCN(C(CNC(=O)C(=O)NC3CCCC3)c3ccco3)CC2)cc1 (stereo not drawn) | -4.3 | 1.9 | -5.0 | -0.4 | 1.4 | 1.3 | 2.2 | -5.3 | 3.3 | -0.5
Cn1nnnc1SCC(=O)Nc1ccc2c(c1)OCO2 | -0.9 | 0.8 | 2.5 | 8.3 | 0.6 | 2.3 | -1.5 | -0.4 | 4.0 | -3.0
Cc1nc2sc(C(c3ccccc3)N3CCN(c4ccccc4F)CC3)c(O)n2n1 (stereo not drawn) | -3.5 | -4.7 | 4.8 | -2.2 | -2.9 | 1.8 | -1.2 | -1.9 | -2.1 | -3.1
COC1OC2COC(c3ccccc3)OC2C(OC(C)=O)C1OC(C)=O (stereo not drawn) | -1.9 | 0.4 | 8.2 | -9.1 | 0.3 | -0.1 | -0.1 | -3.9 | 1.4 | 4.0
O=C(NCc1ccc(Cl)cc1)C(=O)NCC1OCCN1S(=O)(=O)c1ccc2c(c1)OCCO2 (stereo not drawn) | 5.8 | -4.7 | -13.8 | -2.1 | 0.9 | -0.3 | 7.5 | -3.4 | -12.2 | 5.8
CN(C(=O)c1ccco1)c1nc(CC(=O)Nc2ccccc2)cs1 | 1.0 | 2.0 | 3.0 | 10.9 | -0.8 | -0.9 | -2.6 | 2.9 | 0.3 | -3.6

Only part of the results is shown (hit frequency here may not be typical).
